LDHA block = LDHA (human) enzyme inhibition; P00338; purified LDHA, NADH/diaphorase-resazurin fluorescence; hits give low values; activity change, % (values are at about 110 or 230 µM); 480,000 compounds, 0.15% hits; AID 1347041; in the data active = activity change below about -30%;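 also: plate controls were DMSO wells for no effect and wells without enzyme for full effect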
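Resorufin fluorescence (ex540/em590), read at 0 and 20 min after diaphorase/resazurin addition, reports the NADH left after a 5 min room-temperature reaction of 2 nM human LDH5 with 0.06 mM NADH and 0.2 mM pyruvate.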
Numbers without * were called inactive.

LDHA block	mol
2.1	CC(C)C(=O)NCCNC(=O)C1(c2ccccc2)CCC1
1.6	CCN(CC)CC1CCN(C(=O)/C=C/c2ccc(C#N)cc2)CC1
3.4	COCCN(CCOC)c1ncnc2c1c(-c1ccccc1)cn2-c1cccc(C(F)(F)F)c1
-9.7	O=C(/C=C/C=C/c1ccccc1)c1ccc2oc3ccccc3c2c1
-2.9	COc1ccc(-c2nonc2NC(=O)Cc2cccc3ccccc23)cc1
7.3	CC1c2ccsc2CCN1CC(O)COc1ccc(-c2ccccc2)cc1 (configuration not stated)
1.2	CCC1(CC)Cc2ccccc2C(NC(=O)NC2CCCC2)=C1C#N
-15.2	COc1ccccc1Oc1c(C)oc2cc(OCC(=O)Nc3ccccc3F)ccc2c1=O
6.4	CCCc1nn(C)c2c(=O)[nH]c(-c3cc(S(=O)(=O)Nc4cccc(C)c4)ccc3OCC)nc12
10.9	CC(c1ccccc1)N(C)C(=O)Cc1c[nH]c2ccccc12 (configuration not stated)
1.6	N#Cc1c(N2CCN(C(=O)C(=O)N3CCCC3)CC2)nc(-c2ccco2)c2c1CCCC2
3.2	Cc1ccccc1CN1C(=O)CSCC1(C)C(=O)Nc1ccc2c(c1)OCCO2 (configuration not stated)

As entered above.
For LDHA block, COCCN(CCOC)c1ncnc2c1c(-c1ccccc1)cn2-c1cccc(C(F)(F)F)c1 has 3.4
For LDHA block, COc1ccccc1Oc1c(C)oc2cc(OCC(=O)Nc3ccccc3F)ccc2c1=O has -15.2

Continued:
LDHA block	mol
-22.7	COc1ccccc1C(=O)Nc1ccc2oc(-c3cncc(Br)c3)nc2c1
2.0	CCN(C(=O)Cn1c(=O)c2c(ncn2CC)n(Cc2ccccc2)c1=O)C1CCS(=O)(=O)C1 (configuration not stated)
-0.5	CC(Oc1cc2oc(=O)cc(-c3ccccc3)c2cc1Cl)C(=O)NCc1cccnc1 (configuration not stated)
2.3	CCOC(=O)c1cccc(NC(=O)C(CC)n2cnc3ccccc3c2=O)c1 (configuration not stated)
-3.4	Cc1ccccc1NC(=O)CC(C)(C(=O)O)c1ccccc1 (configuration not stated)
1.7	Cc1ccc2ncn(Cc3coc(-c4cccs4)n3)c(=O)c2c1
20.9	Cc1cccc(CN2CCN(Cc3cc(=O)oc4cc(C)ccc34)CC2)c1
-3.0	Cc1cnc(C(=O)Nc2ccc(NC(=O)c3cccc(S(C)(=O)=O)c3)c(Cl)c2)cn1
-9.1	C[C@H]1COc2cccc(N3CCSCC3)c2S(=O)(=O)N1
-1.6	Cc1c(-c2cccc(Cl)c2)nc2ccccc2c1C(=O)NC1CCCCC1
-1.8	O=C1/C(=C/c2ccsc2)Cc2ccccc21
-5.5	CCCCNC(=O)c1nc(-c2cccnc2OC)oc1-c1ccc(Cl)cc1

Next part.
LDHA block	mol
2.8	CC(=O)c1c(C(C)=O)c(C)n(-c2ccc(I)cc2)c1C
-4.5	CCCCCCOc1ccc(/C=C/c2nc3ccccc3s2)cc1
2.9	N#Cc1ccccc1S(=O)(=O)N1CCN(C(=O)c2ccc(Cn3nnc4ccccc43)cc2)CC1
7.7	COC(=O)C1=C(C)OC(N)=C(C#N)C1c1ccc(-c2ccccc2)cc1 (configuration not stated)
5.3	CCC(=O)c1cc2c(cc1NC(=O)c1ccco1)OCCO2
9.9	CN(CC(=O)Nc1ccccc1OC(F)(F)F)S(=O)(=O)c1ccc(F)cc1
4.8	N#Cc1ccc(-c2ccc(-c3nc4ccccc4c(=O)[nH]3)o2)cc1
-4.7	COc1ccc(C)cc1NC(=O)C(OC(=O)CNC(=O)c1ccccc1)c1ccccc1 (configuration not stated)
-23.7	O=C(/C=C/c1ccccc1O)c1ccc(Sc2ccccc2)cc1
-0.2	Cc1cc(=O)cc(C)n1C
17.9	O=C(O)CCc1c(O)ccc2ccccc12
88.6	COc1cc(OC)c(CC2C(=O)Nc3cc(Cl)ccc32)c(OC)c1 (configuration not stated)

Continuation:
LDHA block	mol
4.0	O=C1NC[C@@H](CCCCN2CCN(CCc3ccccc3)C(=O)C2=O)N(CCc2ccc(O)cc2)C1=O
-11.4	Cc1ccc(Cl)cc1N1CCN(Cc2nc3c(c(=O)n(C)c(=O)n3C)n2CCCO)CC1
-9.1	CC1=C(C(=O)Nc2cccc(C)c2C)C(c2ccc(C)cc2)NC(=O)N1 (configuration not stated)
-1.6	Cc1ccc(C(=O)c2sc(Nc3cc(Cl)ccc3C)nc2N)cc1
3.4	Cc1ccc(NS(=O)(=O)c2cccc(C(=O)Nc3ccc4oc(C)nc4c3)c2)cc1
-9.8	Cc1cc(C(=O)COC(=O)Cc2n[nH]c(=O)c3ccccc23)c(C)n1CC1CCCO1 (configuration not stated)
1.0	NS(=O)(=O)c1ccc(N/N=C/c2c(F)c(F)c(F)c(F)c2F)c([N+](=O)[O-])c1
-0.7	CN(Cc1cccc(Cl)c1Cl)C(=O)c1ccc(Cl)c(S(=O)(=O)NC2CC2)c1
1.5	N#Cc1ccc(NC(=O)c2nn(-c3ccccc3)c(=O)c3ccccc23)cc1
1.5	CCn1cc(C(=O)NC2CCN(S(C)(=O)=O)CC2)c2ccccc21
2.0	Cc1nc2cc(F)ccc2cc1C(=O)N(C)CC1COc2ccccc2O1 (configuration not stated)
9.9	CSc1nc2c(c(=O)n(C)c(=O)n2C)n1Cc1ccccc1F

Reformatted field by field: entries from further up.
Cc1ccc(NS(=O)(=O)c2cccc(C(=O)Nc3ccc4oc(C)nc4c3)c2)cc1
  LDHA block: 3.4

Cc1nc2cc(F)ccc2cc1C(=O)N(C)CC1COc2ccccc2O1 (configuration not stated)
  LDHA block: 2.0

O=C1NC[C@@H](CCCCN2CCN(CCc3ccccc3)C(=O)C2=O)N(CCc2ccc(O)cc2)C1=O
  LDHA block: 4.0

Cc1cc(C(=O)COC(=O)Cc2n[nH]c(=O)c3ccccc23)c(C)n1CC1CCCO1 (configuration not stated)
  LDHA block: -9.8

Continuation:
LDHA block	mol
5.7	Cc1[nH]c2ccccc2c1C(=O)C(C)OC(=O)c1ccc(F)cc1F (configuration not stated)
-7.2	N#Cc1nc(-c2cccc(Cl)c2)oc1NCCCn1ccnc1
-3.8	CN(CCOc1ccccc1F)Cc1nc(N)nc(N(C)C)n1
-7.3	c1cc2c(cc1-c1csc(NC3CC3)n1)OCCCO2
4.3	COc1cc(CNC(=O)c2nc(-c3ccccc3)oc2C)cc(OC)c1OC
1.1	Cc1cccc(Oc2ccc(S(=O)(=O)N3CCCCC3)cc2NCC(=O)Nc2cc(C)on2)c1
-14.4	COc1ccc(NC(=O)CSc2nc(N3CCOCC3)c3c(c2C#N)CC(C)(C)OC3)cc1
5.3	COc1ccc(-c2cc(C(=O)NCCC(C)C)c3ccccc3n2)cc1
9.0	CS(=O)(=O)/C(C#N)=C\c1ccc(-c2ccccc2)cc1
-2.0	Cc1ccc(C(=O)OC(C)C(=O)NC2CCCC2)c(O)c1 (configuration not stated)
-2.0	CC(Sc1c(Cl)cccc1Cl)C(=O)c1ccc2c(c1)CCC2 (configuration not stated)
-18.7	COc1cccc(CNc2nc3ccccc3nc2C(=O)OCC(C)C)c1

(more compounds)
LDHA block	mol
-2.0	CCCCc1ccc(NC(=S)NCCCO)cc1
-8.9	Cc1ccc(-n2nnnc2SCC(=O)N(C)c2ccccc2C(=O)NCc2ccco2)cc1C
0.5	COc1ccc(C)cc1B(O)O
1.6	O=C(CCc1c[nH]c2ccccc12)Nc1ccc(F)cc1F
6.6	CCOC(=O)c1ccc(NC(=O)c2cc(N3CCCCS3(=O)=O)ccc2Cl)cc1
0.4	CCc1ccc(C2=C(C)C(N3CCC(C(=O)Nc4ccc(OC)c(OC)c4)CC3)=NS2(=O)=O)cc1
-0.8	COCCn1c(N2CCN(Cc3ccc(Cl)cc3)CC2)nc2c1c(=O)[nH]c(=O)n2C
-17.2	COc1c(CNCc2nnc3n2CCCCC3)c(C(C)C)nn1C
0.4	CCOC(=O)N1CCN(C(=O)c2ccc(N3C(=O)CCS3(=O)=O)cc2)CC1
7.0	N#Cc1cnn2c(C(F)F)cc(-c3ccccc3)nc12
-4.4	CCCCc1cc(=O)oc2c(C)c(OCC(=O)O)ccc12
0.1	O=S(=O)(c1ccc(-c2nc3ccccc3s2)cc1)N1CCCCCC1

Quoted at random: 6 entries already listed
LDHA block	mol
4.0	O=C1NC[C@@H](CCCCN2CCN(CCc3ccccc3)C(=O)C2=O)N(CCc2ccc(O)cc2)C1=O
2.0	Cc1nc2cc(F)ccc2cc1C(=O)N(C)CC1COc2ccccc2O1 (configuration not stated)
-3.4	Cc1ccccc1NC(=O)CC(C)(C(=O)O)c1ccccc1 (configuration not stated)
-4.5	CCCCCCOc1ccc(/C=C/c2nc3ccccc3s2)cc1
1.5	N#Cc1ccc(NC(=O)c2nn(-c3ccccc3)c(=O)c3ccccc23)cc1
-9.7	O=C(/C=C/C=C/c1ccccc1)c1ccc2oc3ccccc3c2c1

(list continues)
LDHA block	mol
-0.2	C#CCN1CCCCC1C(=O)N1CCN(c2cccc(Cl)c2)CC1 (configuration not stated)
3.6	CN(C)c1cccc(C(=O)NNC(=O)c2ccc(Cl)cc2)c1
2.4	CC(C)Cn1nc(C(=O)N2CCC(C(=O)Nc3ccc4c(c3)OCO4)CC2)c2ccccc2c1=O
-7.2	Cc1ccc(S(=O)(=O)N2CC3C(=O)C[C@@H](c4ccccc4)N(S(=O)(=O)c4cccc(Cl)c4)C3CC2c2ccccc2)cc1 (some centres not stated)
-3.2	Cc1cc(C)c2oc(C(=O)Nc3ccccc3C)cc(=O)c2c1
35.0	CCN1C(=O)C(NC(=O)C(=O)NCc2cccnc2)c2cc(Cl)ccc21 (configuration not stated)
-8.3	CN(C)C(=O)c1ccc(CNC(=O)C2CCCC2)cc1
-4.2	O=C(CC1C(=O)Nc2nc(SCc3ccccc3)nn21)Nc1cccc(C(F)(F)F)c1 (configuration not stated)
-0.9	COc1ccc(-c2noc(CSc3nnc4ccccn34)n2)cc1
-2.4	CCN1CCCC1CNC(=O)CSCc1cccc(C)c1 (configuration not stated)
-0.4	CC1CCC(=NNC(=O)c2cc(-c3ccc(Cl)cc3)nc3ccccc23)CC1 (configuration not stated)
2.8	Cc1ccc(OCCOc2ccc(Cl)cc2/C=C(/C#N)c2ccccc2)cc1

Continued:
LDHA block	mol
-4.8	O=C(Nc1nc(-c2ccccc2)cs1)C1CC(=O)N(c2ccccc2F)C1 (configuration not stated)
-1.6	C/C=C/Cn1c(SCc2cccc(C)c2)nc2c1c(=O)[nH]c(=O)n2C
-0.8	C/C=C/C=C/C(=O)NCc1cccc(OC)c1
-3.5	Nc1[nH]c(C(=O)c2ccccc2)c(-c2ccncc2)c1C(=O)NC1CC1
2.9	S=C(NCc1ccccc1Cl)Nc1cc(Cl)cc(Cl)c1
-4.3	O=C1CCC2(C(=O)NCc3ccc(F)cc3)SCCN12 (configuration not stated)
11.3	CCOc1ccc(NC(=O)Nc2nnc(N(CC)c3ccccc3)s2)cc1
0.7	Cc1cccc(NC(=S)NN=C2CCCC2)c1
-1.1	CCn1c(SCC(=O)NCc2ccco2)nnc1-c1ccco1
-22.3	COc1ccc(CN(C)CC(O)COc2ccccc2C)c(OC)c1OC (configuration not stated)
-7.0	CC(=O)c1ccc(OCc2coc(-c3cccc(F)c3)n2)cc1
9.7	COC(=O)C1=C(c2ccccc2)c2ccccc2S(=O)(=O)N1CC(=O)Nc1ccc(C)c(F)c1

(more compounds)
LDHA block	mol
-2.0	O=C(N/N=C/c1ccc(OCc2ccccc2)cc1)c1ccc(CSCc2ccccc2)cc1
0.2	COc1cc(NC(=O)C(OC(=O)CNC(=O)c2ccccc2)c2ccccc2)cc(OC)c1 (configuration not stated)
2.9	COc1ccccc1-c1nnc2sc(-c3ccc4ccccc4n3)nn12
-0.4	c1cc(CNCc2cccc3[nH]ccc23)c2cc[nH]c2c1
-18.6	Cc1noc(C)c1CS(=O)(=O)c1ccc(Cl)cc1
-4.3	CC(C)C[C@H]1CNC(=O)C(=O)N1C[C@H]1CCCN1C[C@H](CC(C)C)N1C[C@H](CC(C)C)N(CCc2ccccc2)C(=O)C1=O
1.6	CCOC(=O)C1C(=O)C=C(Nc2ccc(C(F)(F)F)cc2)CC1c1ccccc1 (configuration not stated)
7.1	Cc1[nH]c2ccccc2c1C(=O)C(C)OC(=O)c1ccc(CO)cc1 (configuration not stated)
1.7	O=C(NCc1ccncc1)C1CCC1
4.6	C[N+]1(Cc2ccccc2)CCN(/C=C/C(=O)C(F)(F)F)CC1
-1.4	O=C(CN1CCCC1c1ccccc1)Nc1ccc(F)cc1 (configuration not stated)
-11.0	COc1ccc(/C=C(\C#N)c2nc3ccccc3o2)cc1

(listing goes on)
LDHA block	mol
-1.1	CCOC(=O)[C@]12CCCC=C1N(Cc1ccccc1)C(=O)[C@H](CC(=O)N1CCN(C(=O)C3CC3)CC1)C2
0.8	Cc1[nH]c2nc3ccccc3n2c(=O)c1Cc1ccc(Br)cc1
-12.4	OC(CNCC(O)COc1ccccc1)COc1ccccc1 (configuration not stated)
7.3	Cc1cc(C)c(C(O)C(C)Sc2ccc(Cl)cc2)cc1C (configuration not stated)
-2.6	CCCCNC(=O)c1ccc(NC(=O)c2ccncc2)cc1
3.9	C/C=C/c1ccc(OCC(=O)N2CCN(S(=O)(=O)c3ccccc3)CC2)c(OC)c1
12.3	CCc1c(C(=O)c2ccc[nH]2)oc2ccc(Br)cc12
4.0	COc1cc2c(cc1NC(=O)CSc1nc3ccccc3o1)oc1ccccc12
-12.3	CC1(C)CC(=O)C2=C(C1)C(c1ccco1)Nc1ccc3ccccc3c12 (configuration not stated)
1.6	COc1ccc(NS(=O)(=O)c2ccc3c(c2)OCCCO3)cn1
1.0	COc1cc(OC)c2c(C)c(CC(=O)NCCc3cccc(F)c3)c(=O)oc2c1
4.2	CC(C)(C)NC(=O)C(c1ccncc1)n1c(=O)c(-c2ccco2)nc2ccccc21 (configuration not stated)
0.8	COC(=O)[C@@]12C[C@@H](CC(=O)NCc3ccc(C)o3)C(=O)N(Cc3ccccc3)C1=CCC(C)(C)C2
3.7	COc1ccc(-c2nc3cc(C)c(Br)c(C)n3c2Cc2ccccc2C(F)(F)F)cc1OC

Screening data: PubChem, National Center for Advancing Translational Sciences (NCATS)

A portion of the library; the hit share may differ from the screen's.
